Sm TGR block: blocks Schistosoma mansoni thioredoxin glutathione reductase. Q962Y6. purified TGR, DTNB reduction, TNB absorbance 405 nm. Potency, µM (series often up to 114 µM), inactives show at the top dose activity change, negative = inhibition, actives largely listed as inhibitors. actives 3% (n = 360,000). AID 485364; active = well fitted inhibition curve with a large enough effect; inconclusive = small, poorly fitted or top-dose-only effect; inactive = no such curve, though single readings can be large or run the other way; note: nearly all actives have a fitted effect of over 60% in size
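Kinetic colorimetric format: TGR-catalysed, NADPH-driven DTNB reduction monitored via TNB absorbance. Enzyme dispensed at 20 nM; compound exposure 15 min at room temperature before reaction start.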
* hit, by the source's call; ? = inconclusive. % is set by controls: 0 for no effect and ±100 for the full control effect; potency is the fitted concentration of half-maximal effect. Some of the compounds tested; count on the stated rates, not on these rows.

SMILES | Sm TGR block
Cc1cccc(NC(=O)N2CCN3CCCCC3C2)c1C (stereo unspecified) | 0%
COc1ccc(NC(=O)Cn2nc(-c3ccccc3)c3cnc4ccc(C)cc4c32)cc1 | -1%
Cc1ccc2oc(=O)c3cc(C(=O)NCCCOC(C)C)sc3c2c1 | -1%
CC1CCCN(Cc2c(O)ccc3c(=O)c(-c4ccccc4Cl)c(C(F)(F)F)oc23)C1 (stereo unspecified) | 11%
CSc1cccc(NS(=O)(=O)c2ccc3[nH]cc(C(=O)N4CCCCCC4)c(=O)c3c2)c1 | -12%
O=S(=O)(c1ccc2[nH]c3c(c2c1)CCCCC3)N1CCN(c2cccc(Cl)c2)CC1 | 11%
CCOc1ccc(N(C(C)C(=O)NCCSc2ccc(Cl)cc2)S(C)(=O)=O)cc1 (stereo unspecified) | -19%
CCC(CC)C(=O)Nc1nnc(SCc2cc(=O)c3ccccc3[nH]2)s1 | -6%
CC(=O)c1cccc(NC(=O)c2cc(-c3ccc4c(c3)OCCO4)on2)c1 | -3%
COc1cc(CNC(=O)c2cc3n(n2)CCCN(Cc2cccc(F)c2)C3=O)cc(OC)c1OC | -2%
CCc1cccc(NC(=O)CCS(=O)(=O)c2ccc3nc(C)sc3c2)c1 | -2%
CCOc1ccc(-n2c(SCC(=O)N3CCCc4ccccc43)nc3c([nH]c4ccccc43)c2=O)cc1 | 11%

A draw from above in order of number of heavy atoms, smallest number first:
SMILES | Sm TGR block
Cc1cccc(NC(=O)N2CCN3CCCCC3C2)c1C (stereo unspecified) | 0%
Cc1ccc2oc(=O)c3cc(C(=O)NCCCOC(C)C)sc3c2c1 | -1%
CCc1cccc(NC(=O)CCS(=O)(=O)c2ccc3nc(C)sc3c2)c1 | -2%

New compounds follow
SMILES | Sm TGR block
O=C(Cn1c(=O)n(Cc2ccc(C(=O)NCc3ccccc3Cl)cc2)c(=O)c2ccccc21)Nc1ccc(F)c(Cl)c1 | -8%
COc1ccc(N2C(=O)CSC23C(=O)N(CC(=O)NC2CCCCC2)c2ccccc23)cc1 (stereo unspecified) | 9%
CCNC(=O)CC1C(=O)N(c2cccc(OC)c2)C(=O)N1Cc1ccc(OC)c(OC)c1 (stereo unspecified) | -8%
COc1cccc(/C=C/c2nc(C#N)c(N3CCN(C)CC3)o2)c1 | 33%
CCc1cccc(C)c1NC(=O)CCn1nc(C)c2c(C)n(-c3ccccc3)nc2c1=O | 1%
COc1ccc2cc(C(=O)NCc3ccc4c(c3)CCN4C(=O)c3ccccc3)[nH]c2c1 | 13%
Cc1coc2c(C)c3oc(=O)c(CC(=O)NCCc4ccc(Cl)cc4)c(C)c3cc12 | 19%
Cc1cc(C)c(S(=O)(=O)Nc2ccc(-c3ccc(N4CCC(C)CC4)nn3)cc2)cc1C | -7%
COc1cc(CN(C(=O)COc2ccc(Br)cc2)c2ccccn2)cc(OC)c1OC | 2%
Cc1cccc(C(=O)Nc2cc3c(cc2N2CCOCC2)n(C)c(=O)n3C)c1 | 1%
CCN(CC)C(=O)Cn1c(=O)n(CCCCCC(=O)NCc2ccc(C)cc2)c(=O)c2sccc21 | -1%
CN(CC(=O)Nc1ccccc1Cl)S(=O)(=O)c1ccc(C(=O)N2CCOCC2)s1 | 8%

(next part)
SMILES | Sm TGR block
O=C(OCC1CCCO1)c1ccc2c(c1)N(Cc1cccc(Cl)c1)C(=O)c1ccccc1S2(=O)=O (stereo unspecified) | 11%
Cc1ccc(N2CC(C(=O)Nc3ccc(Cl)cc3Cl)CC2=O)cc1 (stereo unspecified) | 6%
COc1ccc(-c2oc3ncn4nc(-c5cccc(C)c5)nc4c3c2-c2ccc(OC)cc2)cc1 | 4%
CCOc1ccc(N(CC)C(=O)c2noc3c2COc2ccc(C)cc2-3)cc1 | -11%
Cc1cc(C)c(-c2n[nH]c3c2C(c2ccccc2F)N(Cc2ccco2)C3=O)c(O)c1 (stereo unspecified) | -3%
Cc1ccc(CNC(=O)C(CC(C)C)N2Cc3ccccc3C2=O)cc1 (stereo unspecified) | 6%
COc1ccccc1CNC(=O)c1ccc2c(c1)nc(C)n2-c1ccccc1OC | 3%
COc1ccccc1-c1nn2c(=O)cc(CN3CCN(C(=O)/C=C/c4ccccc4)CC3)nc2s1 | -23%
COc1cccc(C(=O)Oc2c(Sc3ccc(C)cc3)c(C)nn2C(C)(C)C)c1OC | 3%
CSc1ccc(-c2nc3ncccn3c2Nc2ccc(C)c(C)c2)cc1 | -8%
Cc1ccc(-n2ncc3c(Nc4ccc(Oc5ccccc5)cc4)ncnc32)cc1 | 6%
NC(=O)C1CCN(S(=O)(=O)c2cc3c(cc2Cl)NC(=O)CO3)CC1 | 15%

(more compounds)
SMILES | Sm TGR block
CCOC(=O)c1ccccc1NC(=O)CN1CCCN(Cc2cc(C)ccc2C)S1(=O)=O | 6%
COC(=O)c1c(NC(=O)c2ccc(S(=O)(=O)N3CCCC(C)C3)cc2)sc2c1CCN(C(C)C)C2 (stereo unspecified) | 3%
CCSc1ccccc1C(=O)N1CCN(c2nc3ccccc3s2)CC1 | -7%
Cc1cc(C)cc(NC(=O)CCS(=O)(=O)c2ccc3c(c2)oc(=O)n3C)c1 | -22%
CC(C)Oc1ccc(C(=O)N2CC(=O)Nc3ccc(F)cc3C2c2ccc(F)cc2)cc1 (stereo unspecified) | -3%
CCCCn1c(NCc2ccc(OC)cc2O)nc2ccccc21 | 4%
COc1ccc(CCNC(=O)Cn2cc(S(=O)(=O)Cc3ccc(F)cc3)c3ccccc32)cc1OC | -2%
Cc1ccc(C)c(N2CCN(C(=O)C3CCN(C(=O)c4cc5sccc5n4C)CC3)CC2)c1 | -1%
CCCCSCCCNC(=O)c1cc(-c2cccnc2)nc2ccc(S(=O)(=O)N3CCC(C)CC3)cc12 | 0%
Cc1ccccc1C(=O)n1nc(-c2cccnc2)nc1NCc1ccc(F)cc1 | 12%
CCC1CN(C(=O)N2CCC(C(=O)NCCc3cc(OC)ccc3OC)CC2)c2ccccc2O1 (stereo unspecified) | -1%
Cc1ccc(Cl)c2sc(N3CCN(C(=O)C4CC4)CC3)nc12 | 2%

The results go on.
SMILES | Sm TGR block
Cc1ccc(C)c(S(=O)(=O)c2nnn3c2nc(N2CCCC2)c2sccc23)c1 | 0%
CCCCSCCCNC(=O)CN1C(=O)c2cccnc2Oc2ccc(Cl)cc21 | 0%
COc1ccc(CNC(=O)Cn2c(-c3ccccc3)cc(C(C)=O)c2C)cc1OC | -2%
Cc1ccc(Cl)cc1NC(=O)CCn1cnc2ccccc2c1=O | 1%
N#C/C(=C\c1ccccc1F)c1nc2ccccc2c(=O)[nH]1 | 8%
CCN1CCN(Cc2c(O)ccc3cc(-c4ccc(OC)cc4)c(=O)oc23)CC1 | -3%
CCOC(=O)Cc1c(C)nc2c(-c3ccc(Cl)cc3)c(C(F)(F)F)nn2c1C | 3%
CCc1ccc(CNC(=O)c2cc(-c3ccc(Br)s3)nc3ccccc23)cc1 | 4%
Cc1ccc(C)c(OCCn2cc(C(=O)c3cccs3)c3ccccc32)c1 | 16%
Cc1cc(C)cc(C(=O)NCCc2sc(-c3ccc(F)cc3)nc2C)c1 | 4%
COc1cc(NC(=O)c2nc(-c3ccc(Cl)cc3)n3c2CCCCC3)cc(OC)c1OC | 4%
O=C(Cn1c(SCCOc2ccccc2)nc2ccccc21)N1CCOCC1 | 0%

The final 2 entries of the part before open the next one:
> COc1cc(NC(=O)c2nc(-c3ccc(Cl)cc3)n3c2CCCCC3)cc(OC)c1OC
  Sm TGR block: 4%
> O=C(Cn1c(SCCOc2ccccc2)nc2ccccc21)N1CCOCC1
  Sm TGR block: 0%
> CCn1cc(C(=O)NCCc2ccccc2)c(=O)c2cc(S(=O)(=O)N3CCc4ccccc4C3)ccc21
  Sm TGR block: 1%
> CCc1c(C)nc2nncn2c1Nc1ccc(C)c(F)c1
  Sm TGR block: 1%
> CCOC(=O)c1cc(-c2ccc(F)cc2)n(CCC(=O)NC2CCCCC2)c1C
  Sm TGR block: 18%
> CCc1ccccc1NC(=O)CSc1nnc(COc2ccccc2Cl)o1
  Sm TGR block: -1%
> CCOc1ccc(NC(=O)C(C)n2c(=O)cc(C)c3c(C)nn(-c4ccccc4)c32)cc1 (stereo unspecified)
  Sm TGR block: 5%
> Cc1c(C)n(Cc2ccc(F)cc2)c2ccc(C(=O)N3CCN(c4ccc(Cl)cc4)CC3)cc12
  Sm TGR block: 7%
> CCOc1ccc(S(=O)(=O)NCCc2sc(-c3ccc(C)cc3)nc2C)cc1
  Sm TGR block: 9%
> O=C(NC1CC(=O)N(c2ccc(F)cc2)C1)C1CCCC1 (stereo unspecified)
  Sm TGR block: 2%
> CCOC(=O)N1CCN(Cc2nc3cc(NC(=O)CC)ccc3n2C(C)C)CC1
  Sm TGR block: 3%
> CC(=O)N1CCc2cc(CNS(=O)(=O)c3ccc(Cl)s3)ccc21
  Sm TGR block: -3%
> CCN(Cc1ccccc1)C(=O)C1CCC(CNS(=O)(=O)c2ccc3c(c2)CCCC(=O)N3)CC1 (stereo unspecified)
  Sm TGR block: -5%
> O=C(COc1ccccc1Cl)Nc1ccc(OCc2cc(=O)n3ccsc3n2)cc1
  Sm TGR block: 0%
> Nc1c(C(=O)Nc2cccc(Cl)c2)sc2nc3c(cc12)CN(Cc1ccccc1)CC3
  Sm TGR block: -2%
> Cc1ccc(-c2c3c(=O)n(C)c(=O)n(C)c3c3c(C(F)(F)F)nc4ccccc4n23)cc1
  Sm TGR block: 7%
> CCc1c(CN2CCN(c3ccccc3F)CC2)csc1C
  Sm TGR block: 7%
> CCOC(=O)c1[nH]c2ccccc2c1NC(=O)c1ccccc1OC
  Sm TGR block: 6%
> CCOCCn1ccc2c(OCC(=O)NCc3ccc(F)cc3)cccc2c1=O
  Sm TGR block: 19%
> Cc1ccccc1CNC(=O)Cn1c(C)c2cnn(-c3ccccc3)c(=O)c2c1C
  Sm TGR block: -10%
> CCOC(=O)c1cccc(NC(=O)CCc2c(C)nn(-c3ccc(N4CCCC4)nn3)c2C)c1
  Sm TGR block: 4%
> CCOc1ccc(C2c3c(oc4ccccc4c3=O)C(=O)N2Cc2ccc3c(c2)OCO3)cc1 (stereo unspecified)
  Sm TGR block: 7%
> CCOC(=O)C1=C(CS(=O)(=O)c2c(C)cc(C)cc2C)NC(=O)NC1c1cccc(OC)c1 (stereo unspecified)
  Sm TGR block: 5%
> CC(=O)N1CCc2cc(S(=O)(=O)CCC(=O)N3CCN(c4cccc(C)c4C)CC3)ccc21
  Sm TGR block: 1%
> COc1ccc(S(=O)(=O)NCCSc2nnnn2-c2ccccc2)cc1
  Sm TGR block: 2%
> Cc1ccc(OCC(=O)Nc2cc3nn(-c4ccccc4)nc3cc2C)cc1
  Sm TGR block: 1%
> Cc1ccc(Cn2c(SCc3ccc(C(=O)NCCc4ccccc4)cc3)nc3ccncc32)cc1
  Sm TGR block: -1%

> CCCCOc1ccc(C(=O)Nc2ccc3c(c2)N(C(C)=O)CCC3)cc1
  Sm TGR block: -7%
> O=C(CSc1nc(-c2ccccc2)[nH]c1-c1ccccc1)Nc1ccc2c(c1)OCO2
  Sm TGR block: 7%
> O=C(CN1C(=O)C2CCCCN2c2ccc(C(=O)N3CCCC3)cc21)NCc1ccc(F)cc1 (stereo unspecified)
  Sm TGR block: 8%
> Cn1c2c(c(=O)n(C)c1=O)C(c1cccc(O)c1)CC(=O)N2 (stereo unspecified)
  Sm TGR block: 4%
> O=C(Nc1ccc2c(c1)N(C1CCCC1)C(=O)c1ccccc1S2)c1cccc(F)c1
  Sm TGR block: 9%
> CCOc1ccccc1CNc1ccc2cc(S(=O)(=O)N3CCC(C)CC3)ccc2n1
  Sm TGR block: -1%
> COc1cc(NC(=O)c2noc3c2CC(C)CC3)c(OC)cc1Cl (stereo unspecified)
  Sm TGR block: 8%
> Cc1ccc(-n2nc(C(=O)Nc3ccc(F)cc3F)c3c4ccccc4n(C)c3c2=O)cc1
  Sm TGR block: 2%
> CCOc1ccc(NC(=O)c2sc3nc4c(c(-c5ccc(OC)cc5)c3c2N)C(=O)CC(C)(C)C4)cc1
  Sm TGR block: -2%
> Cc1c2cnn(-c3ccccc3)c(=O)c2c(C)n1CC(=O)NCc1ccccc1
  Sm TGR block: -17%
> COc1ccc(NC(=O)CN2CCN(Cc3ccccc3)S2(=O)=O)c(OC)c1
  Sm TGR block: 3%
> Cc1cc(C)cc(Oc2coc3cc(OCC(=O)NC4CCCCC4)ccc3c2=O)c1
  Sm TGR block: 13%
> COC(=O)c1ccn(-c2nc(-c3ccc(Cl)cc3)cc(C(F)(F)F)n2)n1
  Sm TGR block: 2%
> Cc1ccc(-c2nnc(NC(=O)c3ccc4c(c3)OCCO4)o2)c(C)c1
  Sm TGR block: ?
> CC(C)NC(=O)C1CCCN(S(=O)(=O)c2ccc3c(ccn3C)c2)C1 (stereo unspecified)
  Sm TGR block: -15%
> CCOc1ccccc1NC(=O)CN1C(=O)COc2ccc(S(=O)(=O)NC3CCCC3)cc21
  Sm TGR block: -10%
> O=C(NCc1cccc(Br)c1)c1ccc(NC(=O)N2CCCCc3ccccc32)cc1
  Sm TGR block: 24%
> CC(C)(C)c1ccc(C(=O)Nc2ccc3nc(SCC(=O)N4CCCC4)sc3c2)cc1
  Sm TGR block: 15%
> CCOC(=O)c1ccc(NC(=O)c2c(NCc3ccc(OC)c(OC)c3OC)sc3c2CCC(C)C3)cc1 (stereo unspecified)
  Sm TGR block: -10%

4 records picked at random from the list so far:
> Cc1c2cnn(-c3ccccc3)c(=O)c2c(C)n1CC(=O)NCc1ccccc1
  Sm TGR block: -17%
> O=C(CN1C(=O)C2CCCCN2c2ccc(C(=O)N3CCCC3)cc21)NCc1ccc(F)cc1 (stereo unspecified)
  Sm TGR block: 8%
> CC(C)NC(=O)C1CCCN(S(=O)(=O)c2ccc3c(ccn3C)c2)C1 (stereo unspecified)
  Sm TGR block: -15%
> O=C(Nc1ccc2c(c1)N(C1CCCC1)C(=O)c1ccccc1S2)c1cccc(F)c1
  Sm TGR block: 9%

Assay outcomes: PubChem, National Center for Advancing Translational Sciences (NCATS)
